# SIAE primary: blocks human sialic acid acetylesterase. actives 0.69% (n = 370,000). SIAE FP-Rh probe binding, fluorescence polarization. inhibition, % at 9.66 µM;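 active = inhibition above a cutoff: mean of compounds within the control limits plus 3 SD of those, cut at about 17% in these data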;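 also: 0% = plate median of compound wells and 100% = probe without SIAE protein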
# ASAP1 GAP inh: ASAP1 ArfGAP inhibition; Q9ULH1; ASAP1-stimulated ARF1 GTP hydrolysis, GDP FP detection; inhibition, % at 16.5 µM; actives 0.19% (n = 360,000); in the data active = inhibition above about 25%;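 also: 0% = vehicle with enzyme and substrate and 100% = no enzyme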
# DDE Tn7 FP inh: disrupts Tn7 cyclic peptide binding to fibrin D-Dimer-E complex | P02675 | FP displacement of FITC-Tn7 peptide from fibrin DD(E); 0% = median of compound wells per plate | inhibition, % at 8.3 µM | actives 0.13% (n = 370,000) | AID 720508;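 active = inhibition above the mean of compounds falling within the control limits plus 3 SD of them, cut at about 14% in these data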;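 also: 0% = plate median of compound wells and 100% = 10 µM Aha-Tn7 peptide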
#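 Test system – human fibrin DD(E) · Times – 10 min preincubation, 3 h with tracer, room temperature · Detection – fluorescence polarization of the labelled Tn7 tracer · Measure – percent inhibition normalized to high-control wells · Benchmarks – high control wells with 10 µM unlabelled Aha-Tn7 peptide (full inhibition) · Repeats – singlicate testing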
# TDP2 absorb: blocks human TDP2 phosphodiesterase activity; recombinant TDP2, T5PNP hydrolysis, p-nitrophenol absorbance 415 nm; inhibition, % at 12.8 µM; actives 0.34% (n = 370,000);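 active = inhibition above the mean of all tested compounds plus 3 SD, set per campaign, cut at about 25% in these data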;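 also: 0% = DMSO with enzyme and 100% = buffer with substrate but no TDP2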
#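 System: recombinant human TDP2 / Amount: 120 nM TDP2 per well / Also added: 5 mM T5PNP chromogenic substrate / Doses: 12.8 µM single point, 1% DMSO / Incubation: 2 h at 37 °C / Detection: p-Nitrophenol epi absorbance / Evaluation: % inhibition relative to enzyme-containing and enzyme-free wells / Repeats: singlicate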
# PLC-gamma1 inh: inhibitors of human phospholipase C gamma1 | P19174 | AID 720700 | actives 0.84% (n = 370,000) | inhibition, % at 12.2 µM | purified PLC-gamma1, fluorogenic substrate, fluorescence; in the data active = inhibition above about 9.5%
# PLC-beta3 inh: PLC-beta3 (human) inhibition, primary screen; inhibition, % at 12.2 µM; Q01970; Purified PLC-beta3, fluorogenic substrate, fluorescence; AID 720704; actives 0.18% (n = 370,000); in the data active = inhibition above about 11%;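 also: 0% = median of compound wells on plate and 100% = full blocker control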
# DDE Tn6 FP inh: inhibitors of Tn6 peptide binding to human fibrin DD(E); inhibition, % at 8.3 µM; P02675; Fibrin DD(E) TRITC-Tn6 fluorescence polarization displacement; AID 720509; actives 0.21% (n = 370,000);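 active = inhibition above a per-campaign cutoff: mean of compounds within control limits plus 3 SD, cut at about 15% in these data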;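 also: 0% = median of all compound wells on the plate and 100% = blocking peptide control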
# ADAM17 inh: ADAM17 inhibition, QFRET primary screen; P78536; recombinant ADAM17, EDANS/DABCYL FRET peptide cleavage; inhibition, % at 6.95 µM; actives 0.83% (n = 370,000);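 active = inhibition above the mean of compounds lying between control limits plus 3 SD, set per campaign, cut at about 8.5% in these data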;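 also: 0% = DMSO-only wells as the low control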
# Target sequence (P78536 215-824 limits assumed): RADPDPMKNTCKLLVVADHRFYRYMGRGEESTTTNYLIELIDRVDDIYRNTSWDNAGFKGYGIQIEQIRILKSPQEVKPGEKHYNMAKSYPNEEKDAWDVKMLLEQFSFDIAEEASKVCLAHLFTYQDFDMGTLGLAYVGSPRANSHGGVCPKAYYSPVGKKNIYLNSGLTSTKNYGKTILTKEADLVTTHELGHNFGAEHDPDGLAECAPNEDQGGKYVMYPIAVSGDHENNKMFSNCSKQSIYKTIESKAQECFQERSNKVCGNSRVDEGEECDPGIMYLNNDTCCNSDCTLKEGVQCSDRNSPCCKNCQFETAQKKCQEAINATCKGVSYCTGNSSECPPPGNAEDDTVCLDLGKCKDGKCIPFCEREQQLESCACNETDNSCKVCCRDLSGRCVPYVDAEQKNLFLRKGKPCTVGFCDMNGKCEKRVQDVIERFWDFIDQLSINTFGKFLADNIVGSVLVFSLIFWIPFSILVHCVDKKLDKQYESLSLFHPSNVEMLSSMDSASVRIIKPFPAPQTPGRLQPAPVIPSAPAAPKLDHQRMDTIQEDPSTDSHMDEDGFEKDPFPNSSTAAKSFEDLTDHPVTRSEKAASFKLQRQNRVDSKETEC
# ADAM10 inh: ADAM10 inhibition, QFRET primary screen; O14672; recombinant ADAM10, EDANS/DABCYL FRET peptide cleavage, 3 h; inhibition, % at 7 µM; actives 0.62% (n = 370,000);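 active = inhibition above a per-campaign cutoff equal to the mean of compounds falling between control-based bounds plus 3 SD, cut at about 20% in these data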;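 also: 0% = DMSO wells while the 100% control is not disclosed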
# ARFGAP1 inhibitor: rat ARFGAP1 inhibition; Arfgap1-stimulated ARF1 GTP hydrolysis, GDP FP detection; actives 0.26% (n = 360,000); inhibition, % at 16.5 µM; Q62848; AID 651572;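 active = inhibition above a per-plate limit, mean inhibition of low control wells plus 3 SD, cut at about 25% in these data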;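 also: 0% = DMSO wells with enzyme and 100% = wells lacking Arfgap1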
# Target sequence (Q62848 1-136 limits assumed): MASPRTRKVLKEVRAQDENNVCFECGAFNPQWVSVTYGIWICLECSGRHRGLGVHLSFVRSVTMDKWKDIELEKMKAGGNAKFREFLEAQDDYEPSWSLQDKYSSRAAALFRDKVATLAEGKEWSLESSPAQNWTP
#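 Material: truncated rat Arfgap1 GAP domain; Incubation: compound-enzyme preincubation 20 min, reaction 120 min, detection 60 min, 25 °C; Read-out: percent inhibition of Arfgap1-stimulated GTP hydrolysis; Technique: FP, GDP Alexa 633 tracer displaced from anti-GDP antibody, 620/688 nm; Controls: No-Arfgap1 wells (100%) versus DMSO full-reaction wells (0%); Replication: single well per compound.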
# The depositor's hits bear a star; / = not tested or not shown.
SMILES,SIAE primary,ASAP1 GAP inh,DDE Tn7 FP inh,TDP2 absorb,PLC-gamma1 inh,PLC-beta3 inh,DDE Tn6 FP inh,ADAM17 inh,ADAM10 inh,ARFGAP1 inhibitor
N#CC1=C(N)Oc2ccc3ccc(O)cc3c2C1c1ccsc1 (stereo not given),126*,-6,23*,1,-219,-242,169*,-1,-9,22
CC(=O)c1c(C)[nH]c(C(=O)COC(=O)c2cc(S(=O)(=O)N(C)c3ccccc3)ccc2Cl)c1C,-1,-11,3,-4,3,1,0,-1,1,-3
CCN(CCNC(=O)C1CCC(=O)N1Cc1ccc(C)cc1)c1ccccc1 (stereo not given),-1,2,-3,-7,-1,-8,-3,-4,-9,3
CC1=CN2C(=N)/C(=C/c3ccc(Sc4ccc(C)cc4)o3)C(=O)N=C2S1,-23,-8,1,6,-15,-17,2,-6,-23,-2
O=C(O)/C=C/C(=O)Nc1ccc(OC(F)(F)Cl)cc1,-1,-7,-13,-5,1,1,-5,-1,-6,8
COC(=O)CNC(=O)Cn1cnc2sc(C)c(S(=O)(=O)N3CCC(C)CC3)c2c1=O,-4,-5,9,-14,0,-4,-5,-5,-3,9
Cc1cccc(OCC(=O)Nc2nc(-c3ccncc3)cs2)c1,-1,-3,-2,-1,-1,-5,1,-3,-9,-2
O=C(O)c1cccc2cc(-c3ccccc3)oc(=O)c12,13,7,-5,7,-44,-60,-8,-83,-173,4
Cc1ccc(N(C(=O)CCC(=O)Nc2cc(C)on2)C(C(=O)NC2CCCC2)c2ccccc2)cc1 (stereo not given),-3,1,0,4,3,1,5,-1,15,8
O=C(O)C1=C[C@H](c2coc3ccccc3c2=O)C[C@H](OCCCCO)O1,4,3,-2,4,0,-1,-3,-1,-1,-5
CCc1ccc(CNC(=O)CCCC(=O)n2nc(C)c3ccccc32)cc1,0,7,3,-12,5,-6,-2,-3,14,7
Cc1ccc(N(C(=O)CNC(=O)c2ccco2)C(C(=O)NCC2CCCO2)c2ccccc2)cc1C (stereo not given),0,11,-2,0,3,-8,-1,-6,1,-4
c1ccc(-c2nnc(-c3ccccn3)s2)nc1,5,-9,2,18,0,1,6,-3,-6,-4
CCCC[C@@H]1C(=O)N2N=Cc3cc4ccccc4cc3[C@H]2N2N=Cc3cc4ccccc4cc3[C@@H]12,-7,/,8,5,-38,-56,-1,-24,-69,/
COc1ccc(NS(=O)(=O)/C=C/c2ccccc2)cc1,4,2,-14,-1,2,4,-1,1,6,-4
COc1ccc(Cn2c(=O)oc3ccccc32)cc1,-1,-12,0,-4,-5,-6,2,0,-13,-4
CC(C)NC(=O)Nc1ccc(Br)cc1Cl,-3,-3,-5,-12,6,7,-4,-1,3,5
O=C(CN1C(=O)S/C(=C\C=C\c2ccccc2)C1=O)NC1CCS(=O)(=O)C1 (stereo not given),2,9,2,-8,-10,-20,1,0,-4,5
Cc1cc(O)ccc1Nc1cc(-c2cccc(N)c2)ncn1,4,3,1,6,-13,-17,6,-3,-14,-5
O=C(c1cccnc1)C1CCCN(Cc2nc(Cc3ccccc3)no2)C1 (stereo not given),2,4,-3,0,2,-5,2,-2,12,-1
CCn1ccc(C(=O)Nc2c(C)nn(Cc3c(F)c(F)c(F)c(F)c3F)c2C)n1,-6,2,-8,0,4,3,6,-1,4,-2
CCc1ccc(-n2cc(-c3ccc([N+](=O)[O-])cc3)[nH]c2=S)cc1,-1,1,-9,2,-2,-3,5,-1,6,6
COc1cccc(-c2cccc(-c3nc(C(=O)NCc4ccc5c(c4)OCO5)cc4c3[C@H](CCO)N(S(=O)C(C)(C)C)C4)c2)c1 (stereo not given in full),-2,11,-4,-23,1,-2,-5,19*,16,14
O=C(CSc1ccccc1)Nc1cccc(S(=O)(=O)N2CCCC2)c1,0,2,-8,-11,9,5,6,0,-2,7

# A section from the list above, as a working copy:
SMILES,SIAE primary,ASAP1 GAP inh,DDE Tn7 FP inh,TDP2 absorb,PLC-gamma1 inh,PLC-beta3 inh,DDE Tn6 FP inh,ADAM17 inh,ADAM10 inh,ARFGAP1 inhibitor
COc1cccc(-c2cccc(-c3nc(C(=O)NCc4ccc5c(c4)OCO5)cc4c3[C@H](CCO)N(S(=O)C(C)(C)C)C4)c2)c1 (stereo not given in full),-2,11,-4,-23,1,-2,-5,19*,16,14
O=C(CSc1ccccc1)Nc1cccc(S(=O)(=O)N2CCCC2)c1,0,2,-8,-11,9,5,6,0,-2,7

# Two entries from above, with two lines to a compound:
# Each structure is followed by: SIAE primary | ASAP1 GAP inh | DDE Tn7 FP inh | TDP2 absorb | PLC-gamma1 inh | PLC-beta3 inh | DDE Tn6 FP inh | ADAM17 inh | ADAM10 inh | ARFGAP1 inhibitor
- c1ccc(-c2nnc(-c3ccccn3)s2)nc1
→ 5 | -9 | 2 | 18 | 0 | 1 | 6 | -3 | -6 | -4
- CCCC[C@@H]1C(=O)N2N=Cc3cc4ccccc4cc3[C@H]2N2N=Cc3cc4ccccc4cc3[C@@H]12
→ -7 | / | 8 | 5 | -38 | -56 | -1 | -24 | -69 | /

# New compounds follow.
SMILES,SIAE primary,ASAP1 GAP inh,DDE Tn7 FP inh,TDP2 absorb,PLC-gamma1 inh,PLC-beta3 inh,DDE Tn6 FP inh,ADAM17 inh,ADAM10 inh,ARFGAP1 inhibitor
O=[N+]([O-])c1cc(F)cc(F)c1Nc1cc(F)cc(F)c1,0,-4,5,0,4,2,5,7,10,-7
CCCCc1c(-c2ccccc2OC)ncn1CCc1cccc(OC)c1,-1,8,3,-6,-2,1,4,-2,-12,6
C#CC(C)(CC)NC(=O)c1cc2cccc(CC=C)c2oc1=O (stereo not given),-7,2,0,1,-3,-11,6,-7,-27,-2
CCN=C1SC(CC(=O)Nc2ccccc2OCC)C(=O)N1CC (stereo not given),-1,-6,-3,-1,1,-3,-3,-4,-2,9
CC(C)Cn1c(=S)[nH]c2cc(C(=O)O)ccc2c1=O,-3,-9,-1,13,-3,-7,-2,-4,-7,15
Cc1nnc(NCc2ccccc2)c2ccccc12,2,-2,-1,-1,-4,-12,-5,-2,-1,2
O=C(O)c1cccc(C(=O)Nc2cccc(NC(=O)C3CCCO3)c2)c1 (stereo not given),3,8,-7,6,1,-3,2,-1,-5,9
CCc1ccc(NC(=O)CN2CCCN(S(=O)(=O)c3ccc(F)cc3)CC2)cc1,-1,6,2,12,-3,-6,0,2,5,-5
C#Cc1ccc([C@@H]2C=C(C(=O)N3CCOCC3)O[C@H](OCc3ccc(CO)cc3)C2)cc1,2,7,2,7,-5,-7,5,-4,-7,-11
O=C(CSCc1ccccc1Cl)N/N=C/c1ccco1,2,-8,4,-4,0,-1,3,-3,-7,-9
CC(Nc1nc(-c2cccnc2)nc2ccccc12)c1ccc(F)cc1 (stereo not given),-18,9,-6,5,-15,-32,-4,0,-2,-16
COC(=O)c1cccc(NC(=O)c2cccnc2)c1,-11,-5,1,-10,-5,-14,0,0,0,-12

# 7 compounds from above, reduced to ADAM10 inh, PLC-gamma1 inh and DDE Tn6 FP inh.
Molecule	ADAM10 inh	PLC-gamma1 inh	DDE Tn6 FP inh
O=C(CN1C(=O)S/C(=C\C=C\c2ccccc2)C1=O)NC1CCS(=O)(=O)C1 (stereo not given)	-4	-10	1
Cc1cc(O)ccc1Nc1cc(-c2cccc(N)c2)ncn1	-14	-13	6
O=C(c1cccnc1)C1CCCN(Cc2nc(Cc3ccccc3)no2)C1 (stereo not given)	12	2	2
CCn1ccc(C(=O)Nc2c(C)nn(Cc3c(F)c(F)c(F)c(F)c3F)c2C)n1	4	4	6
CCc1ccc(-n2cc(-c3ccc([N+](=O)[O-])cc3)[nH]c2=S)cc1	6	-2	5
COc1cccc(-c2cccc(-c3nc(C(=O)NCc4ccc5c(c4)OCO5)cc4c3[C@H](CCO)N(S(=O)C(C)(C)C)C4)c2)c1 (stereo not given in full)	16	1	-5
O=C(CSc1ccccc1)Nc1cccc(S(=O)(=O)N2CCCC2)c1	-2	9	6

# Following part
SMILES,SIAE primary,ASAP1 GAP inh,DDE Tn7 FP inh,TDP2 absorb,PLC-gamma1 inh,PLC-beta3 inh,DDE Tn6 FP inh,ADAM17 inh,ADAM10 inh,ARFGAP1 inhibitor
N#CC(C#N)=C1C=CC=CN1/C(=C\c1ccco1)C(=O)c1ccccc1,1,-3,-2,2,-28,-32,-4,-12,-22,4
O=c1c2ccccc2sc2c(CO)ccc(NCCN3CCCCC3)c12,-3,-2,0,-14,-2,-15,-8,-4,-11,6
O=C(NCc1ccccn1)c1nn(-c2ccccc2)c(=O)c2ccccc12,-4,8,4,7,-2,-6,-5,-7,-4,-18
Cc1ccc2cc(CCNC(=O)c3c(-c4ccccc4Cl)noc3C)c(=O)[nH]c2c1,-4,1,-4,-15,5,4,1,6,3,-18
CCc1cccc(OCC(=O)Nc2c[nH]c(=O)[nH]c2=O)c1,-1,-5,-1,-3,-3,-1,5,-2,-6,11
O=C(CSc1nc(-c2cccs2)cc(C(F)(F)F)n1)NCCCn1ccnc1,0,7,5,5,1,-3,-8,-7,-11,22
O=C1c2ccccc2C(=O)c2c1ncn2-c1ccccc1,-6,2,6,-6,2,0,7,-2,0,7
CS(=O)(=O)c1ccc2nc(NC(=O)Nc3ccc(Cl)cc3)sc2c1,-42,7,5,-3,-7,-9,-2,1,-4,2
CCOC1=C(C#N)CC2(CC1)c1ccccc1-c1ccccc12,-2,4,-4,2,2,-4,-6,2,-2,4
Cc1cc(N(CCO)CCO)ccc1C(c1ccc(N(CCO)CCO)cc1C)c1ccccc1Cl,10,1,1,4,2,3,-2,5,15,12
Cc1ccc(NC(=O)CN2C(=O)NC3(CCCC3)C2=O)c(Cl)c1,-5,5,5,-4,-1,-8,-3,-2,8,-10
O=C(NC1CCCCC1)C(c1ccc(Cl)cc1)N(C(=O)c1cnccn1)c1ccc2c(c1)OCO2 (stereo not given),-1,-7,-6,0,-2,-3,6,-4,0,4
CC1CCN(C(=O)CSc2nnc(-c3cccnc3)n2C2CCCCC2)CC1,2,3,6,-4,2,-1,-1,2,5,9
COc1cc(Cl)ccc1OCc1cc(C(=O)N(C)C2CCOC2)no1 (stereo not given),5,8,-1,14,2,-7,3,-1,-4,1
COc1ccc(C(=O)NC2CCCc3c2cnn3-c2ccccc2F)cc1OC (stereo not given),4,-6,2,-3,-1,-6,-1,-3,-9,-12
Cc1[nH]c2ccccc2c1CC(=O)Nc1ccc(Nc2ccccc2)cc1,15,9,5,6,2,-4,5,5,6,29*

# Compound activity from PubChem BioAssay.
